LDHA block = blocks human lactate dehydrogenase A. P00338. activity change, % (values are at about 110 or 230 µM). AID 1347041. purified LDHA, NADH/diaphorase-resazurin fluorescence; active compounds read low. 480,000 tested, 0.15% active; in the data active = activity change below about -30%; inconclusive = mostly about -25% to -30%;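 note: plate controls were DMSO wells for no effect and wells without enzyme for full effect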
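Resorufin fluorescence (ex540/em590), read at 0 and 20 min after diaphorase/resazurin addition, reports the NADH left after a 5 min room-temperature reaction of 2 nM human LDH5 with 0.06 mM NADH and 0.2 mM pyruvate.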
RGS4 inh = human RGS4 inhibition; P49798; Transcreener GDP fluorescence polarization, RGS4-accelerated GTP hydrolysis; Potency, µM (top dose mostly 114 µM), without a hit: at the top dose activity change, negative = inhibition, most hits filed as inhibitors; 390,000 tested, 0.039% active; AID 504845; note: potency is the fitted concentration of half-maximal effect; % is set by controls: 0 for no effect and ±100 for the full control effect; nearly all actives have a fitted effect of over 75% in size; some results filed as inactive show a strong effect at the top dose
Target sequence (P49798 whole entry, looked up): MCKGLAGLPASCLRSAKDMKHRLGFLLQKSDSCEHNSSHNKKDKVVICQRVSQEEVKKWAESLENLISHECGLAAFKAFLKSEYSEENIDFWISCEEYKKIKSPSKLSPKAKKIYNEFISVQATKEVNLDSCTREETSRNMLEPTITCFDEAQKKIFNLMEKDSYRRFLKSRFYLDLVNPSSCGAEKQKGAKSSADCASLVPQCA
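MLSMR compounds (23 nl, pin-transferred) preincubated 10 min at room temperature with a 500nM (2x) first reagent, then RGS4 at 900nM (2x) plus Transcreener GDP mix added; fluorescence polarization (620/688 nm) read before and after 90 min at 30 °C.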
Apoferritin bind = candidate novel general anesthetic via apoferritin binding. apoferritin/1-aminoanthracene competitive binding, fluorescence. AID 485281. P02791. 350,000 tested, 0.074% active. Potency, µM (top dose mostly 77.5 µM), for inactives: top-dose activity change, negative = displacement, usual class: inhibitors; note: potency is the fitted concentration of half-maximal effect; % is set by controls: 0 for no effect and ±100 for the full control effect; nearly all actives have a fitted effect of over 20% in size
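Horse-spleen apoferritin (10 uM) was mixed with 50% saturated 1-aminoanthracene in PBS, exposed to compounds for 10 min at room temperature, and read for fluorescence (ex 380 nm, em 535 nm). Competitive displacement was fitted with a four-parameter Hill equation.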
12-LOX inh = ALOX12 (human) lipoxygenase inhibition | Potency, µM (highest dose often 108 µM), for inactives: top-dose activity change, negative = inhibition, hits mostly inhibitors | P18054 | AID 1671190 | 580,000 tested, 1.1% active | purified 12hLO, xylenol orange hydroperoxide absorbance; note: potency is the fitted concentration of half-maximal effect; % is set by controls: 0 for no effect and ±100 for the full control effect
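Hydroperoxide product was detected by ferrous iron/xylenol orange as the 573 to 405 nm absorbance ratio. Arachidonic acid at 40 uM (final) was turned over for 30 min at room temperature by 150 nM human 12hLO, pH 7.0 Hepes buffer, after 15 min compound preincubation.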
APEX1 inh = blocks human APE1 abasic DNA cleavage | recombinant APE1, TAMRA/BHQ-2 abasic DNA cleavage fluorescence | AID 2517 | Potency, µM (top dose mostly 65.8 µM), without a hit: top-dose activity change, negative = inhibition, usual class: inhibitors | 350,000 tested, 0.35% active | P27695;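 note: potency is the fitted concentration of half-maximal effect; plate controls were vehicle for no effect and reference inhibitor for full effect; nearly all actives have a fitted effect of over 55% in size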
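Endonuclease cleavage of a quenched abasic-site DNA duplex (50 nM) by APE1 (0.75 nM) was tracked by TAMRA dequenching. Compounds were preincubated with enzyme 15 min at room temperature; data normalized to buffer-only and DMSO wells plus NSC13755 control.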
ERG Ets-DNA blk = blocks human ERG Ets domain binding to DNA. P11308. fluorescence polarization, His-ERG Ets domain / labelled DNA. Potency, µM (top dose mostly 76.9 µM), without a hit: top-dose FP activity, negative = inhibition, usual class: inhibitors. 370,000 tested, 0.028% active. AID 624246; active = well fitted inhibition curve with a large enough effect in the polarisation, with a control signal flat; inconclusive = small, poorly fitted or top-dose-only effect, or effect the other way, or a change in a side signal; inactive = no such curve, though single readings can be large or run the other way; the % refers to the polarisation;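 note: polarization taken with two DNA probes labelled with fluorescein and Texas red; potency is the fitted concentration of half-maximal effect; % of control where 0% means no effect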
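His-tagged ERG Ets domain (1 uM in the protein solution; 300mM KCl, 50mM Tris-HCl, 1mM EDTA, 1mM DTT, pH 7.5) received compound, then a probe mix of 5 nM fluorescein-DNA and 100nM Texas-615-DNA. Fluorescence polarization was read for both dyes.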
POLB inh = DNA polymerase beta (human) inhibition; Pol beta primer extension/strand displacement, fluorescence kinetic; P06746; AID 485314; Potency, µM (doses to about 114 µM), inactives show at the highest dose activity change, negative = inhibition, hits mostly inhibitors; 340,000 tested, 1.3% active; note: potency is the fitted concentration of half-maximal effect; % is set by controls: 0 for no effect and ±100 for the full control effect
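Reaction started by 50 nM substrate onto compound-treated Pol beta (10 nM, 15 min preincubation, room temperature); plates read at 0 min and 10 min. Normalized concentration-effect data fitted by four-parameter Hill equation.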
POLH inh = DNA polymerase eta (human) inhibition. 390,000 tested, 1.2% active. AID 588591. Potency, µM (doses to about 114 µM), for the others: at the top dose activity change, negative = inhibition, actives largely listed as inhibitors. Q9Y253. recombinant Pol eta, fluorescent DNA replication assay; note: potency is the fitted concentration of half-maximal effect; % is set by controls: 0 for no effect and ±100 for the full control effect
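Pol eta (10 nM) was preincubated with compounds for 15 min at room temperature, after which fluorescent replication substrate (50 nM final) was added to start the reaction. Fluorescence was read kinetically at 0 and 10 min.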
POLK inh = blocks human DNA polymerase kappa activity; Q9UBT6; purified Pol kappa, fluorescent DNA synthesis assay, 10 min; Potency, µM (top dose mostly 107 µM), without a hit: top-dose activity, negative = inhibition, most hits filed as inhibitors; 400,000 tested, 0.53% active; AID 588579; note: potency is the fitted concentration of half-maximal effect; % is set by controls: 0 for no effect and ±100 for the full control effect
Target sequence (Q9UBT6 whole entry, looked up): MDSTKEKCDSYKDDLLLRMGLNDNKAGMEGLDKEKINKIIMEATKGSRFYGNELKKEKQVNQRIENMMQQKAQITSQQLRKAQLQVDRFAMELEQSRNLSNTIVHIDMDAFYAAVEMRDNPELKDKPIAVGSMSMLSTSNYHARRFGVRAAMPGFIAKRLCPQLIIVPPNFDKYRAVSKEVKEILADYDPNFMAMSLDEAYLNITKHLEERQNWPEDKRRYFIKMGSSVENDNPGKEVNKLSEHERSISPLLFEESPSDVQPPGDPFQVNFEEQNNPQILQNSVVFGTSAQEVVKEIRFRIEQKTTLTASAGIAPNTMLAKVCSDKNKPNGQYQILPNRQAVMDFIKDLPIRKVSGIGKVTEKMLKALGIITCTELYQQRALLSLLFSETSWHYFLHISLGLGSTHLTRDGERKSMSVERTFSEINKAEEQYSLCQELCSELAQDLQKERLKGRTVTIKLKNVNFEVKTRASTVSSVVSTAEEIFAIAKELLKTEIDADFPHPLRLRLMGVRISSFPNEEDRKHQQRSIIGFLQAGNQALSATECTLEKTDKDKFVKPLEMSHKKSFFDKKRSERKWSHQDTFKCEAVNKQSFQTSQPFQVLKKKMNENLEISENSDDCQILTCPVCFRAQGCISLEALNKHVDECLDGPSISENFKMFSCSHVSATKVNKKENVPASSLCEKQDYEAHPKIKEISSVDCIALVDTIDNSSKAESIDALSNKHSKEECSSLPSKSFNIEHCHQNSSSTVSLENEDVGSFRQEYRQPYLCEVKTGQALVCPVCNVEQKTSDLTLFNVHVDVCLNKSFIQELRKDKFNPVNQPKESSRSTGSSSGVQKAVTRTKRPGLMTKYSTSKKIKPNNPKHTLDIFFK
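Fluorescent qHTS in 1536-well format: enzyme (10 nM) and compound sat 15 min at room temperature before 50 nM substrate (final) was added. Signal taken at 0 and 10 min; no-enzyme buffer wells were negative controls.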
Numbers without * were called inactive; ? = inconclusive; nt = no result given; & = joins results of further samples; ! = not confirmed by another sample; [ ] = dose if it differs, or a comment. Unless noted, calls come from the whole dose curve; as a rule, active = well fitted curve in the direction sought with a large enough effect; inconclusive = small, poorly fitted or top-dose-only effect, or another doubt; inactive = no such curve, though single readings can be large; an effect the other way counts as inactive or inconclusive. An excerpt; count on the stated rates, not on these rows.

#	Compound	LDHA block	RGS4 inh	Apoferritin bind	12-LOX inh	APEX1 inh
1	CCCCOc1ccc(-c2nnn(CC(=O)NCc3ccco3)n2)cc1	-4	-7%	-21%	1%	-8%
2	CSCC[C@H](NC(=O)OC(C)(C)C)c1nnc(SCC(N)=O)o1	-3	-19%	-8%	3%	-3%
3	O=C(CSc1nnnn1C1CCCC1)N1CCCc2ccccc21	6	28%	-16%	2%	2%
4	CCOc1cc(C(N)=O)cc(Br)c1OC	-7	-48%[56.9 µM]	9%	1%	?
5	CN(C)CCN(Cc1cc2cc3c(cc2[nH]c1=O)OCO3)C(=S)NCC1CCCO1 (stereo not given)	1	-12%	-1%	0%	2%
6	Cc1cc(NNC(=O)c2ccccc2)nc(NNC(=O)c2ccccc2)n1	1	9%	-13%	5%	?
7	Cc1ccc(S(=O)(=O)N2CCN(c3ccc([N+](=O)[O-])c4cccnc34)CC2)cc1	-31*!	?	-13%	?	-2%
8	CCCN1C2CCCC1CC(NC(=O)Nc1cccc(C(C)=O)c1)C2 (stereo not given)	1	18%	2%	0%	0%
9	CCCCOc1nnc(-c2ccc(OCC)cc2)c2ccccc12	-2	-23%	-19%	-11%	nt
10	CCN(CCCNC(=O)c1nn(-c2ccc(C)cc2)c(=O)c2c1c1ccccc1n2C)c1cccc(C)c1	0	-7%	-4%	-26%	nt

#	ERG Ets-DNA blk	POLB inh	POLH inh	POLK inh
1	nt	17%	2%	-8%
2	9%	3%	-14%	0%
3	nt	23%	-4%	-12%
4	6%	27%	-3%	8%
5	-6%	18%	-20%	4%
6	1%	25%	-13%	2%
7	7%	-25%[57.1 µM]	-8%	-3%
8	-3%	-25%	3%	-11%
9	1%	24%	-4%	10%
10	-12%	34%	nt	3%

In another format: results already given
(2) CSCC[C@H](NC(=O)OC(C)(C)C)c1nnc(SCC(N)=O)o1
- LDHA block = -3
- RGS4 inh = -19%
- Apoferritin bind = -8%
- 12-LOX inh = 3%
- APEX1 inh = -3%
- ERG Ets-DNA blk = 9%
- POLB inh = 3%
- POLH inh = -14%
- POLK inh = 0%
(3) O=C(CSc1nnnn1C1CCCC1)N1CCCc2ccccc21
- LDHA block = 6
- RGS4 inh = 28%
- Apoferritin bind = -16%
- 12-LOX inh = 2%
- APEX1 inh = 2%
- ERG Ets-DNA blk = nt
- POLB inh = 23%
- POLH inh = -4%
- POLK inh = -12%
(4) CCOc1cc(C(N)=O)cc(Br)c1OC
- LDHA block = -7
- RGS4 inh = -48%[56.9 µM]
- Apoferritin bind = 9%
- 12-LOX inh = 1%
- APEX1 inh = ?
- ERG Ets-DNA blk = 6%
- POLB inh = 27%
- POLH inh = -3%
- POLK inh = 8%
(5) CN(C)CCN(Cc1cc2cc3c(cc2[nH]c1=O)OCO3)C(=S)NCC1CCCO1 (stereo not given)
- LDHA block = 1
- RGS4 inh = -12%
- Apoferritin bind = -1%
- 12-LOX inh = 0%
- APEX1 inh = 2%
- ERG Ets-DNA blk = -6%
- POLB inh = 18%
- POLH inh = -20%
- POLK inh = 4%

Next part:
#	Compound	LDHA block	RGS4 inh	Apoferritin bind	12-LOX inh	APEX1 inh
11	C[C@H](NC(=O)c1nc[nH]c1C(=O)NCC(=O)OC(C)(C)C)C(=O)OC(C)(C)C	-12	16%	-2%	2%	6%
12	COCCNC(=O)Cc1ccc(Br)cc1	-3	-3%	-8%	?	4%
13	COCCn1c(=NC(=O)c2ccc(S(=O)(=O)N3CCc4ccccc4C3)cc2)sc2cc(S(N)(=O)=O)ccc21	-14	?	-1%	-10%	11%
14	CCN(CC)c1ccc(C2Nc3cccc4cccc(c34)N2)c(O)c1	8	-42%	-17%	130%[activator]	-5%
15	CCOC(=O)C1(Cc2ccc(OC)cc2)CCN(C(=O)CC2CCC(=O)N2)CC1 (stereo not given)	-10	15%[56.9 µM]	1%	-16%	-2%
16	CC(C)(C)NC(=O)c1ccc(C(=O)NC(C)(C)C)cc1	-11	13%	2%	nt	-3%
17	O=c1[nH]n(-c2ccc([N+](=O)[O-])cc2)c(=O)c2ccccc12	2	-12%	?	-8%	-3%
18	C/C(=N\NC(=O)C(=O)Nc1cccc(C(F)(F)F)c1)c1ccc(Cl)s1	-8	10%	-8%	-1%	-4%
19	Cc1nc(N2CCN(c3ccccn3)CC2)c2c(C)c(C(=O)Nc3ccc(Cl)cc3)sc2n1	-1	-1%	-6%	6%	-9%
20	C/C(=N\NC(=O)c1nnn(-c2nonc2N)c1CN(C)c1ccccc1)c1cccs1	-1	-4%	-14%	-3%	9%

#	ERG Ets-DNA blk	POLB inh	POLH inh	POLK inh
11	2%	-27%	-11%	-2%
12	-1%	12%	0%	-15%
13	-2%	-2%	-9%	-14%
14	-11%	23%	-7%	-9%
15	2%	3%	-6%	-9%
16	-13%	27%	-3%	0%
17	?	?	40µM*	?
18	-4%	1%	-4%	-3%
19	-15%	24%	-2%	4%
20	9%	1%	-7%	-2%

Carrying on.
#	Compound	LDHA block	RGS4 inh	Apoferritin bind	12-LOX inh	APEX1 inh
21	CCN(c1ccccc1)c1nc2nonc2nc1NCCO	-8	11%	8%	?	-2%
22	CCn1cc(-c2n[nH]c(=S)n2-c2ccc(C)cc2Br)c(=O)c2ccc(C)nc21	0	-49%	3%	?	5%
23	CCCCSCCCNC(=O)c1ccc(CS(=O)(=O)c2ccc(OC)cc2)o1	2	-11%	-12%	-9%	-15%
24	Cc1cc2oc(=O)cc(CN3CCOCC3)c2cc1O	-1&8&-6	-4%[56.9 µM]	1%	?	20%
25	COc1ccc(Cl)cc1NC(=O)CN(C)C(=O)c1cccc(S(=O)(=O)N2CCN(C)CC2)c1	-2	-15%	nt	?	-4%
26	CC(=O)Nc1ccc(S(=O)(=O)N2CCC(C(=O)NC3CCCC3)CC2)cc1	-1	3%	-2%	-15%	-8%
27	CNC(=O)c1ccc(NC(=O)CN2c3cccc4cccc(c34)S2(=O)=O)cc1	20	-15%	nt	-17%	12%
28	Cc1ccc(-c2nc(CS(=O)(=O)CC(=O)N3CCN(c4ccccc4)CC3)c(C)o2)cc1	3	-8%	-3%	?	nt
29	Cc1cccc(-c2cc(C(=O)Nc3c(C)n(C)n(-c4ccccc4)c3=O)c3ccccc3n2)c1	0	-8%	-6%	1%	6%
30	O=C(CSc1n[nH]c(-c2ccccc2Cl)n1)NCc1cccc(C(=O)O)c1	2	16%	-4%	-9%	-7%

#	ERG Ets-DNA blk	POLB inh	POLH inh	POLK inh
21	-10%	2%	-11%	-18%
22	-5%	4%	2%	9%
23	-2%	32%	-17%	-3%
24	-4%	32%	-8%	0%
25	-13%	nt	-21%	-21%
26	-12%	58%[activator]	-12%	-8%
27	-9%	nt	6%	-18%
28	1%	13%	-18%	-14%
29	-7%	12%	-5%	-16%
30	10%	14%	-9%	6%

Additional compounds.
#	Compound	LDHA block	RGS4 inh	Apoferritin bind	12-LOX inh	APEX1 inh
31	CCO[C@@H]1OC(C(=O)N2CCN(Cc3ccc4c(c3)OCO4)CC2)=C[C@H](c2csc3ccccc23)[C@H]1CCCO	4	-16%	68%[activator]	nt	-12%
32	COc1cccc(C(O)c2cnc(C(C)C)n2C)c1 (stereo not given)	-5	-10%	-7%	107%[activator]	3%
33	CN(C)c1ccc(NC(=O)COC(=O)Cn2nnc3ccccc32)cc1	-8	?	3%	-15%	-16%
34	CCc1ccc(OCC(=O)OCC(=O)c2c(N)n(C)c(=O)n(C)c2=O)cc1	-8	-12%	-22%	0%	-5%
35	CC1(C(=O)Nc2nccs2)Cc2ccccc2C(=O)O1 (stereo not given)	-4	-38%	7%	-6%	-5%
36	CCOc1ccc(C(=O)NCC(c2cccs2)S(=O)(=O)c2ccccc2)cc1 (stereo not given)	-19&3	-8%	131%[activator]	12%&-3%	nt
37	CCOC(=O)N1CCN(c2nc(-c3cccs3)cc(C(F)(F)F)n2)CC1	-7	52%	-12%	34%	-4%
38	Cc1ccc(NS(=O)(=O)c2cccc(C(=O)NNC(=O)NC3CCCCC3)c2)c(C)c1	-1	-13%	-20%	-22%	12%
39	Nc1ncnc2c1ncn2[C@@H]1O[C@H](COP(=O)(O)OP(=O)(O)OC[C@H]2OC(O)[C@H](O)[C@@H]2O)[C@@H](O)[C@H]1O (stereo not given in full)	nt	nt	0%	?	-2%
40	Cc1cccc(N2CCN(C(=O)CCCCn3c(=O)[nH]c4ccsc4c3=O)CC2)c1C	-6	31%	-3%	-23%	nt

#	ERG Ets-DNA blk	POLB inh	POLH inh	POLK inh
31	5%	-20%	-14%	1%
32	10%	17%	-21%	-5%
33	-7%	-1%	-15%	-4%
34	5%	1%	0%	-11%
35	3%	2%	-1%	2%
36	6%	-3%	-14%	-9%[60.1 µM]
37	1%	-8%	-8%	-7%
38	4%	4%	-11%	-10%
39	nt	nt	nt	6%[19.4 µM]
40	8%	25%	-14%	-7%

Screens deposited in PubChem by National Center for Advancing Translational Sciences (NCATS).
